UTI89 phage lysis = inhibition of K1F phage lysis, E. coli UTI89, bacterial capsule biogenesis inhibitors, alamar blue (AID 488966) | 340,000 compounds, 0.02% hits | E. coli UTI89 K1F phage lysis, alamar blue, 2 h; higher % means a stronger effect | inhibition, % at 100 µM; hits with a dose series show IC50 in µM;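 active means phage lysis inhibition, versus mean bacterial control, above a set limit; inconclusive means no clear call, values can overlap the other calls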;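 further: capsule biogenesis inhibitors block K1F phage lysis so surviving cells raise fluorescence; higher fluorescence means more inhibition of phage lysis; actives were called in the ten point dose series up to 300 µM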
RSV antiviral HEp-2 = RSV antiviral activity via CPE protection, HEp-2 cells, primary 10 µM value included (AID 2391) | HEp-2 cells, RSV-induced CPE inhibition; higher % means a stronger effect | one-dose CPE inhibition, % at 10 µM; IC50 in µM for titrated hits | 310,000 compounds, 0.13% hits; in the data active means a potency from the dose series; inconclusive means CPE inhibition mostly from about 23% at the one dose, without a potency; inactive means the rest, 99 in 100 with CPE inhibition below about 21%; further: strong numbers were not always called active
GPR35 arrestin U2OS = GPR35 antagonists blocking zaprinast-driven arrestin recruitment, primary screen, imaging, U2OS, beta-arrestin-GFP, zaprinast agonist (AID 2058). one-dose inhibition, % at 10 µM; IC50 in µM for titrated hits. 290,000 compounds, 0.052% hits. G-protein coupled receptor 35 (Homo sapiens). U2OS GPR35 beta-arrestin-GFP translocation imaging, zaprinast antagonism; higher % means a stronger effect;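 active means inhibition of at least 50% with at least 30 cells and total cytoplasm GFP at most 10,000,000; inconclusive means under 30 cells or total GFP of 10,000,000 plus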
WT yeast gro inh = growth inhibition of WT strain, primary screen, mitochondrial fusion inhibitor project, WT and mutant strains, chemical genetic | inhibition, % at 10 µM | 190,000 compounds, 2.1% hits | AID 1362, 2008 | mitochondrial fusion phenotypic screen; in the data active means inhibition above about 58%; tested in S. cerevisiae
NTR1 agonist = agonists of NTR1, primary screen, imaging, U2OS cells, beta-arrestin-GFP, high content (AID 493036) | Neurotensin receptor type 1 (Homo sapiens), P30989 | NTR1-U2OS beta-arrestin-GFP spot imaging, agonist mode | activation, % at 20 µM | 330,000 compounds, 0.17% hits;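 active means activation at or above 40% of the spot to cytoplasm intensity ratio, with at least 20 cells analyzed; inconclusive means wells under 20 cells, flagged as cytotoxic or low count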;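 further: 0% = DMSO without peptide and 100% = 100 nM NTR1 peptide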
Target sequence (P30989 whole entry, looked up): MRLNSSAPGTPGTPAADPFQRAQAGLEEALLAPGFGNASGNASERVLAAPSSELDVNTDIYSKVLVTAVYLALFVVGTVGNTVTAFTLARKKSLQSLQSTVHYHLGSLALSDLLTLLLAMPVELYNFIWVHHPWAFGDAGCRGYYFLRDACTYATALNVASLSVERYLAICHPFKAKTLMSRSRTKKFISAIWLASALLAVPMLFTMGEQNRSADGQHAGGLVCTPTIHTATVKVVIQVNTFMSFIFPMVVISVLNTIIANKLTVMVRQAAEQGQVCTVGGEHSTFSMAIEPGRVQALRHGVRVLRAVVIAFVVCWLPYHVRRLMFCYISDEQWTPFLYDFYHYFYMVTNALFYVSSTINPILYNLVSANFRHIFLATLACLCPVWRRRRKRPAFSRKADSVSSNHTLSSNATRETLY
Autophagy mod = autophagy modulators in MEF cells, primary screen, imaging, high-content, MEF GFP-LC3. MEF GFP-LC3 puncta imaging; test concentration mostly 10 µM. calls only at 10 µM (by protocol). 190,000 compounds, 0.98% hits. AID 463193, 2010;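 active means percentage of spot-positive cells more than 3 SD above its plate mean, without a fluorescence outlier flag or 80% toxicity; inconclusive means no clear call, values can overlap the other calls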;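 further: spot-positive cell cutoff set from DMSO-treated cells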
AID2073 = inhibitors of Mint1-CaV2.2 protein interaction, biochemical, HTRF (AID 2073) | Voltage-dependent N-type calcium channel subunit alpha-1B (Homo sapiens) | HTRF protein-protein interaction, Mint1-CaV2.2; higher % means a stronger effect | inhibition, % at 20 µM; hits with a dose series show IC50 in µM | 290,000 compounds, 0.19% hits; in the data active means inhibition mostly above about 51%, no sharp cut-off; inconclusive means no clear call, values can overlap the other calls; inactive means mostly below about 53%; further: some results filed as inactive read as strong as hits
LYP inhibition = inhibitors of LYP phosphatase, biochemical, fluorescence intensity, uHTS (AID 1779) | 290,000 compounds, 0.054% hits | one-dose inhibition, % at 11.5 µM; IC50 in µM for titrated hits | recombinant LYP phosphatase, fluorescence intensity; higher % means a stronger effect; in the data active means inhibition above about 50%;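 further: plate controls were vehicle with enzyme for no effect and no enzyme for full effect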
Dengue-2 NS5 capping = Dengue-2 NS5 methyltransferase inhibitors, primary screen, biochemical, confirmation dose response (AID 588689) | Dengue-2 NS5 methyltransferase capping enzyme assay, biochemical; higher % means a stronger effect | one-dose inhibition, % at 25 µM; IC50 in µM for titrated hits | 340,000 compounds, 0.3% hits; in the data active means a potency from the dose series; inconclusive means inhibition above about 29% without an active follow-up result
WT yeast gro inh mutant strain = further read-out of WT yeast gro inh, marked with its call; inhibition, %; mitochondrial fusion phenotypic screen, mutant strain inhibition
Autophagy mod cell loss 18 h = second read-out of Autophagy mod, no call of its own (marks repeat the call); toxicity, %; measured here: cell loss, nuclei count;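 cell loss after 18 h compound exposure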
NTR1 agonist cell count 20 µM = second read-out of NTR1 agonist, no call of its own (marks repeat the call); cell count; measured here: cell count, cytotoxicity flag
Dengue-2 NS5 capping pilot replicate = recorded beside Dengue-2 NS5 capping, whose call it bears; inhibition, %; measured here: pilot screen replicate inhibition
The depositor's hits bear a star; i = inactive; ? = inconclusive; · = not tested or not shown; [ ] = remark or other dose.

SMILES | UTI89 phage lysis | RSV antiviral HEp-2 | GPR35 arrestin U2OS | WT yeast gro inh | WT yeast gro inh mutant strain | NTR1 agonist | NTR1 agonist cell count 20 µM | Autophagy mod | Autophagy mod cell loss 18 h | AID2073 | LYP inhibition | Dengue-2 NS5 capping | others
O=C(Nc1ccccn1)C1CCN(S(=O)(=O)c2ccccc2)CC1 | 0.5%[50 µM] | 1.6% | · | · | · | -3.7 | 68 | · | · | · | · | -5%
Cc1ccc(C)c(N(CC(=O)NN=C2CCCCCCC2)S(C)(=O)=O)c1 | 0.9%[50 µM] | 1.4% | -8% | 2 | -1 | -1.0 | 61 | i | 3 | 3% | -7% | ·
CCN1CCCC1CNC(=O)CCc1nc(-c2ccc(C)cc2)no1 (stereo not given) | 0.2% | 0.3% | 3% | -6 | 2 | -1.0 | 70 | i | -1 | 0% | -6% | -1%
O=C(Cn1cnc2scc(-c3ccccc3)c2c1=O)N1CCOCC1 | 4.4% | 2.2% | 5% | 21 | 8 | 0.5 | 65 | i | -5 | -13% | -6% | -2%
Cc1ccc(NC(=O)C(C)OC(=O)c2ccc(NS(=O)(=O)c3ccc(F)c(F)c3)cc2)cc1 (stereo not given) | 1.9% | 8.6% | -11% | -5 | -11 | 8.4 | 42 | i | 3 | ? | -6% | -1%
COC(=O)CNC(=O)Cn1nc(C)c([N+](=O)[O-])c1C | 0.1% | 0.7% | 6% | -14 | 8 | -0.2 | 54 | i | 5 | 10% | 2% | 1%
COc1cc(C(=O)NCC(=O)OCC(=O)Nc2ncc(Cl)cc2Cl)cc(OC)c1OC | 0.1% | 1.0% | -13% | -11 | 13 | -1.8 | 48 | i | 2 | 1% | -4% | 0%
O=C(c1ccccc1Br)N1CCN(c2ccc([N+](=O)[O-])c(N3CCOCC3)c2)CC1 | 0.1% | 4.7% | -4% | 6 | 5 | 1.2 | 95 | i | 1 | -12% | -1% | 0%
O=C(NNC1CC(=O)N(c2ccccc2)C1=O)c1ccccc1Cl (stereo not given) | 0.3% | · | 9% | · | · | 0.4 | 36 | · | · | 1% | -4% | -5%
O=S(=O)(Nc1cccc(-c2cn3cccnc3n2)c1)c1ccc(-c2ccccc2)cc1 | 0.0% | 19% | -2% | 13 | 21 | 10 | 39 | i | 2 | 32% | -2% | -12%
COc1ccc(/C=N/NC(=O)c2c(-c3ccccc3)noc2C)cc1 | 2.6%[50 µM] | 0.2% | -6% | -13 | -10 | 1.4 | 44 | i | 0 | 1% | -5% | -3%
CCOc1ccc2nc(N(CCN(CC)CC)C(=O)c3ccc([N+](=O)[O-])cc3)sc2c1 | 0.3% | -1.6% | 1% | -6 | 4 | 0.0 | 60 | i | -4 | -15% | -3% | 0%
COc1ccc(NC(=S)N2CCN(C(c3ccccc3)c3ccccc3)CC2)c(OC)c1 | 0.3% | 11% | -2% | 69* | 28* | 2.2 | 60 | i | -11 | 10% | 4% | -5%
FC(F)Sc1ccc(NC(=S)NC2CCCCC2)cc1 | 7.6% | -1.1% | 2% | 41 | 22 | 9.4 | 48 | i | -3 | -11% | 0% | -6%
Cc1cccc(N2CCN(C(=O)c3cccc(N4CCCC4=O)c3)CC2)c1C | 0.0% | 1.4% | 14% | · | · | 0.2 | 58 | · | · | 13% | -10% | -4%
CC(=O)NS(=O)(=O)c1ccc(NC(=O)c2ccccc2F)cc1 | 0.6% | -0.2% | 7% | -6 | 8 | -0.3 | 59 | i | -2 | -6% | 0% | -1%
CN(C(=O)COC(=O)COc1ccccc1Cc1ccccc1)c1ccccc1 | 0.4%[50 µM] | -1.4% | · | · | · | 1.9 | 67 | · | · | · | · | -10%
CCN1C(=O)[C@H]2[C@@H](c3ccc(-c4ccc(OC)cc4)cc3)N3CCCC[C@@]3(C(=O)OC)[C@H]2C1=O | 2.4% | -1.9% | · | · | · | -1.4 | 77 | · | · | · | · | -1%
O=C(NNC(=O)c1ccccc1[N+](=O)[O-])c1ccccn1 | -0.1% | 1.6% | 6% | 8 | -9 | -0.2 | 48 | i | 4 | ? | -4% | -4%
COc1ccccc1N(CC(=O)NCc1ccccc1)S(C)(=O)=O | 0.6% | -0.3% | 6% | 18 | 7 | 1.0 | 33 | i | -10 | 0% | -4% | -5%
CCN(CC)CCC(c1cc(OC)c(OC)c(OC)c1)c1c(O)cc(OC)cc1OC (stereo not given) | 0.2% | 0.0% | -8% | · | · | -3.8 | 84 | · | · | 0% | 4% | 5%
Cc1ccc2oc(=O)n(Cc3ccccc3OC(C)C)c2c1 | -0.6% | 8.2% | 9% | 29 | 0 | 0.8 | 86 | i | -12 | 7% | 0% | -7%
CC(C)[C@H](NC(=O)N1CC(=O)Nc2ccccc21)C(=O)N1CCC[C@@H]1C(=O)O | 6.9% | 1.8% | -4% | · | · | -1.0 | 107 | · | · | 14% | -8% | 1%
Cc1nn(C)c(C(=O)Nc2ccn(Cc3c(F)c(F)cc(F)c3F)n2)c1[N+](=O)[O-] | 1.5% | 0.8% | 8% | 11 | -53 | 0.0 | 75 | i | 22 | -1% | -5% | 3%
CCN(CC)S(=O)(=O)c1cccc(NC(=O)COC(=O)C2=COCCO2)c1 | 0.3%[50 µM] | 2.5% | · | · | · | -0.9 | 48 | · | · | · | · | -13%
Further compounds
SMILES | UTI89 phage lysis | RSV antiviral HEp-2 | GPR35 arrestin U2OS | WT yeast gro inh | WT yeast gro inh mutant strain | NTR1 agonist | NTR1 agonist cell count 20 µM | Autophagy mod | Autophagy mod cell loss 18 h | AID2073 | LYP inhibition | Dengue-2 NS5 capping | others
Cc1cc(C(=O)COC(=O)c2ccncc2)c(C)n1Cc1ccco1 | 0.2% | 2.9% | -8% | -22 | -26 | -1.3 | 55 | i | 18 | 34% | -2% | -8%
O=c1/c(=C/c2ccccn2)sc2n1CN(c1ccccc1)CN=2 | -1.1% | 2.3% | -5% | -2 | 6 | 0.5 | 63 | i | -8 | 50% | 4% | 0%
Cc1nnc(SCC(=O)NC2CCCCCC2)n1C | 0.2% | 0.9% | 9% | · | · | 0.8 | 53 | · | · | 9% | -10% | 0%
CCOc1ccccc1NC(=O)N1CCCC(c2nc(-c3ccc(C)o3)no2)C1 (stereo not given) | 0.1% | 3.3% | -1% | -5 | 19 | 0.1 | 90 | i | 6 | ? | -9% | 0%
CN1CCN(c2ccc(S(=O)(=O)N3CCOCC3)cc2NC(=O)Cc2ccccc2F)CC1 | 0.7%[50 µM] | 0.4% | · | · | · | -1.8 | 100 | · | · | · | · | -2%
C=C(C)[C@@H]1CCC2(C(=O)O)CC[C@]3(C)[C@H](CC[C@@H]4[C@@]5(C)CCC(=O)C(C)(C)[C@@H]5CC[C@]43C)[C@@H]12 (stereo not given in full) | 0.3% | -2.1% | -15% | 23 | -7 | 10 | 69 | i | -54 | 0% | 0% | -5%
CN(CC(=O)Nc1cccc(F)c1)C(=O)/C=C/c1ccc(Br)s1 | 1.0%[50 µM] | -1.6% | · | · | · | 2.1 | 65 | · | · | · | · | 2%
CCn1ccnc1CN(C)C(=O)C1CCC(=O)N(Cc2cccc(C(F)(F)F)c2)C1 (stereo not given) | 0.0% | 0.4% | -1% | · | · | 1.5 | 65 | · | · | 9% | -12% | -1%
COc1cccc(-c2cc(C(=O)NCc3cccs3)no2)c1 | 0.1% | -1.6% | 9% | · | · | -0.8 | 70 | · | · | 3% | -6% | -2%
CCOc1ccc(N2C(=O)C3C(c4ccc(O)cc4)NC(CCSC)(C(=O)OC)C3C2=O)cc1 (stereo not given) | -1.1% | 1.0% | -2% | -4 | -7 | -0.2 | 43 | i | 6 | 5% | -2% | ·
CCn1ccc(C(=O)Oc2ccc(C(C)C)cc2)n1 | 0.4% | 1.8% | -16% | 17 | 14 | 0.6 | 42 | i | -4 | 4% | 0% | 1%
Cn1c(CNC(=O)c2ccco2)nnc1SCC(=O)c1ccccc1 | -0.2% | -0.1% | 5% | -21 | -2 | 0.6 | 58 | i | 22 | 2% | 4% | -8%
Cc1cc(NC(=O)C(C)SCC(=O)OC(C)C(=O)Nc2ccc(F)cc2Cl)no1 (stereo not given) | 1.0%[50 µM] | -2.1% | · | · | · | -0.6 | 69 | · | · | · | · | 3%
CC1C(=O)N2CCCc3cc(NC(=O)C(=O)NCCc4ccccc4)cc1c32 (stereo not given) | -1.3% | -1.3% | · | · | · | -0.9 | 45 | · | · | · | · | 1%
COC(=O)Cn1c(CN2CCOCC2)nc2c1c(=O)[nH]c(=O)n2C | 1.1% | 0.4% | 3% | -5 | 1 | -1.0 | 96 | i | -15 | -2% | -10% | -2%
CCOc1ccc(N2CC(C(=O)Nc3cccc(S(=O)(=O)N4CCCCC4)c3)CC2=O)cc1 (stereo not given) | 1.0% | 12% | -8% | 7 | -9 | -0.1 | 48 | i | 2 | 5% | -1% | -16%
Cc1cc(C(=O)CSc2nnc(-c3ccccc3)n2C)c(C)n1C | 0.2% | 1.2% | 8% | -5 | 12 | -0.7 | 64 | i | 7 | -10% | -5% | -1% | Dengue-2 NS5 capping pilot replicate=-1.5
Cc1cccc(NC(=O)Nc2c(C)n(C)n(-c3ccccc3)c2=O)c1 | 0.1% | -0.1% | 3% | · | · | 1.1 | 77 | · | · | 9% | -7% | -7%
COc1ccc2[nH]c(=O)c(CN(C(=O)C3CCCO3)c3ccc(C)cc3)cc2c1 (stereo not given) | -0.3%[50 µM] | 1.5% | 17% | 2 | 6 | 0.3 | 50 | i | 12 | 33% | -11% | 11%
CC(C)C[C@H](NC(=O)c1[nH]cnc1C(=O)N[C@@H](C)c1ccccc1)C(=O)OCc1ccccc1 | -0.4% | -3.7% | 8% | · | · | 42* | 111* | · | · | 4% | 9% | -4%
O=C(COC(=O)CNC(=O)c1ccc([N+](=O)[O-])o1)Nc1ncc(C(F)(F)F)cc1Cl | -1.4%[50 µM] | 2.7% | · | · | · | 0.6 | 54 | · | · | · | · | -1%
